# GCN5L2 inh: qHTS Assay for Inhibitors of GCN5L2 | Histone acetyltransferase KAT2A (Homo sapiens), Q92830 | GCN5L2 HAT assay, ThioGlo1 CoA-SH fluorescence | Potency, µM (titrated, usually from 58.9 µM), for the others: top-dose activity change, negative = inhibition, hits mostly inhibitors | 0.21% of 390,000 active | AID 504327, 2011
# Target sequence (Q92830 whole entry, looked up): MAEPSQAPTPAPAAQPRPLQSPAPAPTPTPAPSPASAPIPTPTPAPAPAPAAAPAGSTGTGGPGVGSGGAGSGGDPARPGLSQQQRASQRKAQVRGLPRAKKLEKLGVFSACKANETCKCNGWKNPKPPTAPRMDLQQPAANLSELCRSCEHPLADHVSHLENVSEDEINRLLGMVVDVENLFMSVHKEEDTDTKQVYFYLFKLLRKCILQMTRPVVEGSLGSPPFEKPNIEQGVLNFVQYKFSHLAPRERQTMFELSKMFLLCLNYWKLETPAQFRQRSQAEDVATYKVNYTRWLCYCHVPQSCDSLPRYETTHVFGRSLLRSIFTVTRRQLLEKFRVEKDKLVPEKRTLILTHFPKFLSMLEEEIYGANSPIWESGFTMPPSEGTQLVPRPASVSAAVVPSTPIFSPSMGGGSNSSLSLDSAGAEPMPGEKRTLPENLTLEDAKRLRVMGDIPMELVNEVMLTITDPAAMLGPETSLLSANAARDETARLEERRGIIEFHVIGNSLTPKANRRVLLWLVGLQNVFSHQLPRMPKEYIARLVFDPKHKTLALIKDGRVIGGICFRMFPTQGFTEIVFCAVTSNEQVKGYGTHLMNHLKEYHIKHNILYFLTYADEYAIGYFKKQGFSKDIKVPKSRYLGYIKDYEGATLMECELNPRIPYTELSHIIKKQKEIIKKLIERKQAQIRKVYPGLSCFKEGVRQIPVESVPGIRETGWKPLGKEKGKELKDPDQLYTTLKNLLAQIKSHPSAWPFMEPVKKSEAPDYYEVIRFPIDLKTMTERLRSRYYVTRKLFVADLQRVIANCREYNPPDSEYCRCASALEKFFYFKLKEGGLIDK
#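 Enzyme at 20nM final was mixed with library compounds for 15 min at room temperature. Peptide H3(1-25) at 75uM, acetyl-CoA at 70uM and ThioGlo1 at 50uM were then added. Plates were read immediately and after 20 min (Ex340nm/Em540nm).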
# DT40 TDP1 no CPT: qHTS for Inhibitors of human tyrosyl-DNA phosphodiesterase 1 (TDP1): qHTS in cells in absence of CPT; DT40 Tdp1-/- hTDP1 cells, no CPT, ATP luminescence, 48 h; Potency, µM (titrated, usually from 46.2 µM), without a hit: top-dose activity change, negative = growth inhibition, actives largely listed as inhibitors; 15% of 420,000 active; also: nearly all actives have a fitted effect of over 55% in size
#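 Camptothecin absent (DMSO only). Human TDP1-complemented DT40 knockout cells, 400 cells/well, 37 °C for minimum 48 hr; ATP measured via CellTiter-Glo, 30 min dark incubation, luminescence.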
# TDP1 cell CPT: qHTS for Inhibitors of human tyrosyl-DNA phosphodiesterase 1 (TDP1): qHTS in cells in presence of CPT; AID 686979, 2013; Potency, µM (series often up to 46.2 µM), for inactives: at the highest dose activity change, negative = growth inhibition, usual class: inhibitors; 12% of 420,000 active; chicken DT40 Tdp1-/-;hTDP1 cells + 20 nM CPT, ATP luminescence, 48 h; also: nearly all actives have a fitted effect of over 55% in size
#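 Cell growth measured by CellTiter-Glo luminescence after a minimum 48 h, 37 C compound exposure with 20 nM CPT in Tdp1-knockout DT40 cells stably expressing hTDP1, seeded 400/well; qHTS titration format.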
# * marks the source's active call; other numbers are inactive results; u = inconclusive; x = not tested or not shown; [ ] = dose if it differs, or a comment. Calls follow the shape of the dose curve; as a rule, active = well fitted curve in the direction sought with a large enough effect; inconclusive = small, poorly fitted or top-dose-only effect, or another doubt; inactive = no such curve, though single readings can be large; an effect the other way counts as inactive or inconclusive. % is scaled to controls: 0 for no effect and ±100 for the full control effect; potency is read from the fitted curve at half-maximal effect.
# Sequence of screens: TDP1 cell CPT | DT40 TDP1 no CPT | GCN5L2 inh
- CCCCCC(=O)Nc1ccc(-c2cn3cccnc3n2)cc1
→ -4% | -3% | -24%
- COc1ccccc1NC(=O)CN(Cc1ccco1)C(=O)c1ccc(-n2nc(C)cc2C)cc1
→ u | 16µM* | -5%
- CC(=O)Nc1cc(-c2ccncc2)cn2c(-c3ccccc3)cnc12
→ 18µM* | 16µM* | x
- CC(O)CNCCOc1ccccc1OCc1ccccc1 (centres undefined)
→ u | u | -6%
- O=C1CSC(c2ccccc2)N1Cc1ccccn1 (centres undefined)
→ u | u | -7%
- C[C@H](CO)N1C[C@H](C)[C@@H](CN(C)C(=O)Nc2ccc(F)cc2)Oc2ncc(-c3ccc(F)cc3)cc2C1=O
→ u | u | x
- CCOC(=O)CSc1nnc(CNC(=O)c2ccc(S(=O)(=O)N3CCOCC3)cc2)n1C
→ 2% | -4% | 0%
- CCNC(=O)CN(c1ccc(Br)c(C)c1)S(C)(=O)=O
→ 12% | 0% | -1%
- C/[N+]([O-])=C\c1coc2ccccc2c1=O
→ 7% | -15% | -2%[0.501 µM]
- COc1ccc(S(=O)(=O)N2CCC(c3nc4ccccc4s3)CC2)cc1OC
→ -3% | 14% | -3%
- NNC(=O)[C@@H]1C[C@@H]1c1ccccc1
→ 1% | 21% | 2%
- Cc1ccc(S(=O)(=O)N2CCN(C(=O)COC(=O)CCOc3ccccc3C)CC2)cc1
→ -3% | -25% | -3%
- Cc1ccc(CSC2=Nc3ccccc3C3=NC(CC(=O)NC4CCCCC4)C(=O)N23)cc1 (centres undefined)
→ 1.2µM* | 1.2µM* | -5%
- Cc1ccc(-n2c(C)nc3c(cnn3-c3ccccc3C)c2=O)cc1F
→ u | u | -2%
- Cc1ccc2cc(/C=C3\N=C(c4ccccc4)OC3=O)c(N3CCOCC3)nc2c1
→ u | 18µM* | 1%
- COc1ccc(/C=C(/NC(=O)c2ccccc2)c2nc3ccccc3[nH]2)cc1OC
→ u | u | u
- COC(=O)c1cc(C(=O)OC)[nH]n1
→ 14% | 0% | 2%
- O=c1c2ccccc2[nH]c(=S)n1CC1CCCO1 (centres undefined)
→ 4% | -24% | x
- COc1ccccc1/C=C/C(=O)OCCN1CCOCC1
→ 0% | -5% | -6%
- Cn1c(=O)c2c(nc(NCCc3ccccc3)n2Cc2cccc(Br)c2)n(C)c1=O
→ 12µM* | 13µM* | 1%
- COc1ccc(C(C(=O)NC(C)(C)C)N(C(=O)CCC(=O)Nc2cc(C)on2)c2cc(C)cc(C)c2)cc1 (centres undefined)
→ u | 21µM* | -9%
- COc1ccc(NS(=O)(=O)c2cccc(C(=O)NNC(=O)c3cccc(NC(C)=O)c3)c2)cc1
→ 5% | 11% | 1%
- CNC(=O)c1c(O)c2cccc3c2n(c1=O)CCC3
→ -24% | u | 3%
- CC(=O)N(C(C)=O)N1C(=O)C2C3c4ccccc4C(c4ccccc43)C2C1=O (centres undefined)
→ u | u | 1%
- COc1ccc(CCNC(=O)CCc2c(C)c3cc4c(C)coc4c(C)c3oc2=O)cc1OC
→ 21µM* | 8.2µM* | -3%
- CCn1c2ccccc2c2cc(NC(=O)c3cc(OC)c(OC)c(OC)c3)ccc21
→ 1.3µM* | 1.3µM* | -24%
- Cc1cc(NC(=O)CSC2=Nc3ccccc3C3=NC(Cc4ccccc4)C(=O)N23)n[nH]1 (centres undefined)
→ -11% | -21% | -10%
- CCN(Cc1ccccc1)C(=O)c1cc(COc2c(F)cccc2F)on1
→ u | u | -2%
- CC(C)(C)C1CCc2onc(C(=O)N3CCOCC3)c2C1 (centres undefined)
→ -25% | -20% | 1%
- CC(=O)C[C@H](O)CC(=O)[C@H]1OC(=O)CC/C=C\Cc2ccccc21
→ 10% | 9% | -1%
- Cc1ccccc1C(=O)NCc1nc2cccnc2n1Cc1ccccc1
→ u | u | -4%
- COc1ccc(-n2nc(C(=O)N3CCN(c4ccc(F)cc4)CC3)c3c4ccccc4n(C)c3c2=O)cc1
→ 1% | 3% | -5%
- Cc1cccc(OCCn2c(S(=O)(=O)O)nc3ccccc32)c1
→ 13% | 5% | -8%
- COc1ccccc1Nc1c2c(nc3ccccc13)CCC2
→ 18µM* | 16µM* | 17%
- COC(=O)c1ccc(CSc2nnc(C)n2N)o1
→ 6% | -26% | -5%
- COc1cccc(N2CC(NS(=O)(=O)c3cccs3)CC2=O)c1 (centres undefined)
→ 6% | -6% | -8%
- NNC(=O)Cn1nnc(-c2ccc(C(F)(F)F)cc2)n1
→ -1% | -3% | 23%
- C=CCn1c(=NC(=O)CN2C(=O)CCC2=O)sc2cc(S(N)(=O)=O)ccc21
→ 17% | -12% | -2%
- COc1ccc(C(C(=O)NC2CCCCC2)N(C(=O)c2sc(C)nc2C)c2ccc(C(C)=O)cc2)cc1 (centres undefined)
→ -13% | -7% | -11%
- O=C(Nc1ncccc1O)c1ccc(S(=O)(=O)N2CCCCCC2)cc1
→ u | u | -8%
- COCCNC(=O)C(=O)N/N=C(\C)CC(=O)Nc1ccc2c(c1)OCO2
→ -13% | u | -1%
- CC1(C)Cc2c(sc3nc(-c4ccccc4)oc(=O)c23)CO1
→ 5% | 12% | 6%
- Cc1ccc(OCC(=O)N/N=C2/SCC(=O)N2Cc2ccccc2)cc1
→ -7% | -27% | 2%
- COc1cc(Cn2c3ccc(NC(=O)CCc4cccnc4)cc3c(=O)n2C)ccc1F
→ 9.2µM* | u | x
- Cc1c(NC(=O)c2ccc3c(c2)C(=O)N(Cc2ccco2)C3=O)cccc1C(=O)O
→ -7% | -4% | 0%
- CCOC(=O)C1=CC[C@@H](c2cccc(Br)c2)N(S(=O)(=O)c2ccc(F)cc2)[C@H]1c1cccc(Cl)c1
→ 21µM* | 10µM* | x
- O=c1oc2ccccc2c(O)c1/C=N/c1ccccn1
→ -1% | -21% | -1%
- COCCn1c(=O)c(-c2ccc(OC)cc2)nc2cnc(OCc3ccccc3)nc21
→ -2% | 14% | -7%
- Cn1c(-c2sccc2OCc2cccc(C(F)(F)F)c2)n[nH]c1=S
→ u | u | -8%
- CCCc1nc2n[nH]c(N)c2c2c1CCCC2
→ -2% | -9% | -2%
- COc1ccccc1Cn1c(=S)[nH]c2cc(C(=O)N3CCN(C)CC3)ccc2c1=O
→ -23% | -26% | -16%
- CCC(C)NC(=O)c1ccc2c(c1)S(=O)(=O)c1ccccc1C2=O (centres undefined)
→ -3% | u | 0%
- Brc1cc2c(cc1Br)OCCOCCOCCO2
→ 18% | -12% | -2%
- CCCCC[C@H]1CN(CCc2ccccc2)C(=O)[C@@H]1CC(=O)NCc1ccc(OC)cc1
→ u | 18µM* | -13%
- CCN1CCN(C(c2cccc(F)c2)c2c(O)cc(C)n(CCOC)c2=O)CC1 (centres undefined)
→ -3% | -1% | -4%
- COc1ccc(S(=O)(=O)c2cn(C)c3cc(N4CCCCCC4)c(F)cc3c2=O)cc1
→ 18µM* | 15µM* | -3%
- CCOc1ccc(C2C(C(=O)OC)=C(C)NC3=C2C(=O)c2ccccc23)cc1OC (centres undefined)
→ 18µM* | 21µM* | 3%
- CCc1[nH]nc(C(=O)N2CCCC(CCC(=O)N3CCN(c4ccccn4)CC3)C2)c1C (centres undefined)
→ 0% | -29% | 43%[activator]
- CCCCS(=O)(=O)c1oc(-c2cccs2)nc1S(=O)(=O)c1ccc(F)cc1
→ 0.82µM* | 0.58µM* | -12%
- COc1cc2[nH]c(O)c(C=O)c2cc1OC
→ -10% | -9% | x

# Later entries:
# Sequence of screens: TDP1 cell CPT | DT40 TDP1 no CPT | GCN5L2 inh
- Fc1ccccc1N=C1Nc2cccc3cccc1c23
→ -1% | u | -10%
- CCCc1n(CC(O)COCC2CC=CCC2)c2ccccc2[n+]1C (centres undefined)
→ 8.2µM* | 10µM* | 2%
- CCCCCN(C(=O)CCC(=O)OCC(=O)Nc1ccc(C)cc1F)c1c(N)n(CCCC)c(=O)[nH]c1=O
→ u | -16% | -3%
- O=C(Nc1cccc(F)c1)N1CC2(CCN(C(=O)c3cccc(F)c3)CC2)C1
→ -5% | -24% | -11%
- O=c1[nH]c(C2CCN(S(=O)(=O)c3ccc4c(c3)OCCO4)CC2)nc2c1nnn2Cc1ccccc1F
→ u | 3% | 0%
- COc1cccc(C(=O)NC2CC(C)(C)NC(C)(C)C2)c1OC
→ 16% | 11% | -9%
- Cc1ccc(NC(=O)CCc2nnc3ccc(NCc4ccco4)nn23)nc1
→ 6% | 25% | -5%
- Cc1nnc(OC(C)C)c2nn(-c3ccccc3F)c(C)c12
→ -13% | -23% | -4%
- COc1cccc(/C=C/C(=O)OCC(=O)N2c3ccccc3NC(=O)C2(C)C)c1
→ -3% | -11% | 23%
- FC(F)(F)c1cnc(NNC(=S)Nc2cccnc2)c(Cl)c1
→ u | 21µM* | -11%
- Cc1ccc(NCC(=O)N/N=C/c2ccc(C(=O)O)cc2)cc1
→ 2% | 26% | 6%
- O=[N+]([O-])c1cc(C(F)(F)F)ccc1N1CCN(S(=O)(=O)c2ccc3c(c2)CCCC3)CC1
→ u | u | -3%
- COc1cccc(OC)c1C(=O)N1CCN(Cc2ccncc2)CC1
→ -11% | -2% | -4%
- Cc1ccc(S(=O)(=O)N(CC(=O)NCc2ccc(F)cc2)C(=O)N2CCN(C)CC2)cc1
→ 4% | 7% | -2%
- CCOC(=O)C1CCN(C(=O)CC(C)c2ccccc2)CC1 (centres undefined)
→ 18µM* | u | x

# Reformatted comma-delimited: six of the compounds above
Molecule,TDP1 cell CPT,DT40 TDP1 no CPT,GCN5L2 inh
COc1cccc(C(=O)NC2CC(C)(C)NC(C)(C)C2)c1OC,16%,11%,-9%
CCCCCN(C(=O)CCC(=O)OCC(=O)Nc1ccc(C)cc1F)c1c(N)n(CCCC)c(=O)[nH]c1=O,u,-16%,-3%
O=c1[nH]c(C2CCN(S(=O)(=O)c3ccc4c(c3)OCCO4)CC2)nc2c1nnn2Cc1ccccc1F,u,3%,0%
CCOC(=O)C1CCN(C(=O)CC(C)c2ccccc2)CC1 (centres undefined),18µM*,u,x
Cc1nnc(OC(C)C)c2nn(-c3ccccc3F)c(C)c12,-13%,-23%,-4%
Cc1ccc(S(=O)(=O)N(CC(=O)NCc2ccc(F)cc2)C(=O)N2CCN(C)CC2)cc1,4%,7%,-2%

# Following part
# Sequence of screens: TDP1 cell CPT | DT40 TDP1 no CPT | GCN5L2 inh
- NC1(C(=O)O)CCC1
→ -5% | -2% | -10%
- Cc1cccc(C(=O)Nc2ccc(S(=O)(=O)N3CCC(c4nc5ccccc5s4)CC3)cc2)c1
→ -22% | u | -1%
- COc1cccc(C2CC3(CC(C)(C)NC(=S)N3)Oc3cc(O)ccc32)c1 (centres undefined)
→ 12µM* | 9.2µM* | -6%
- COc1cc(C(=S)N2CCCC2)cc(Cl)c1O
→ 16% | -8% | 2%
- O=C(CCn1ccc2ccccc21)NC1CCCc2ccccc21 (centres undefined)
→ -5% | u | -6%
- CCOC(=O)Cn1c(=O)oc2cc(S(=O)(=O)N3CCN(c4ccc(Cl)cc4)CC3)ccc21
→ u | u | -2%
- O=S1(=O)NC(=NCCc2ccccn2)c2ccccc21
→ 4% | -3% | -5%
- Cc1cc2cc(CNC(=S)Nc3ccc(OC(F)F)cc3)ccc2n1C
→ u | u | 1%
- CCN(CC)c1ccc(NC(=O)CN2CCN(CC(=O)Nc3ccc(Cl)cc3)CC2)cc1
→ 23µM* | u | -5%
- O=C(OCCOCn1cc(Br)c(=O)[nH]c1=O)c1ccccc1
→ -4% | -9% | x
- CCC(=O)Nc1cc(C(=O)O)ccc1Sc1ccc(C)cc1
→ -6% | 13% | -15%
- COC(=O)c1ccc(NC(=O)c2ccccc2C(=O)Nc2ccc(C(=O)OC)cc2)cc1
→ -2% | -15% | x
- O=C(C1CCC(=O)N(C2CCCC2)C1)N1CCC(Oc2ccccc2Cl)CC1 (centres undefined)
→ u | u | -22%
- COc1ccc2c(CCNC(=O)c3ccc([N+](=O)[O-])cc3)c[nH]c2c1
→ -21% | u | -7%
- Cc1cc(Br)cc(Cl)c1OC(=O)c1ccncc1
→ 16% | 16% | -6%
- CC1(C(=O)O)CCCN(C(=O)c2ccc3c(c2)C(C)(C)CCC3(C)C)C1 (centres undefined)
→ 0% | -2% | x
- COC(=O)[C@@]12C[C@@H](CC(=O)NCc3ccccc3)C(=O)N(Cc3ccccc3)C1=CCC(C)(C)C2
→ 21µM* | u | x
- CCOC(=O)c1cc2c(nc1NC(=S)Nc1ccccc1)CC(C)(CC)OC2 (centres undefined)
→ 0% | 5% | 33%[activator]
- COc1cccc(-n2c(SCC#N)nnc2-c2cnccn2)c1
→ 8% | -6% | -2%
- Cn1c(=O)oc2cc(S(=O)(=O)N3CCCC(C(=O)N4CCc5ccccc5C4)C3)ccc21 (centres undefined)
→ 16µM* | 15µM* | -12%

# Screening data deposited in PubChem BioAssay by National Center for Advancing Translational Sciences (NCATS).

# The list is partial; count on the stated rates, not on these rows.
